From PubChem
BLM inh: qHTS Assay for Inhibitors of Bloom's syndrome helicase (BLM); hit rate 0.2% among 350,000; Potency, µM (titrated, usually from 56.1 µM), for inactives: at the highest dose activity change, negative = inhibition, actives largely listed as inhibitors; AID 2528, 2010; recombinant BLM DNA unwinding, fluorescence dequenching;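 further: potency means the concentration at half of the fitted maximal effect; plate controls were vehicle for no effect and no enzyme for full effect; nearly all actives have a fitted effect of over 35% in size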
Apoferritin bind: qHTS Assay for Identification of Novel General Anesthetics; hit rate 0.074% among 350,000; Potency, µM (series often up to 77.5 µM), inactives show at the top dose activity change, negative = displacement, most hits filed as inhibitors; apoferritin/1-aminoanthracene competitive binding, fluorescence; AID 485281, 2010; Ferritin light chain (Equus caballus), P02791; further: potency means the concentration at half of the fitted maximal effect; on the % scale 0 is the no-effect control and ±100 the full control effect; nearly all actives have a fitted effect of over 20% in size
Target sequence (P02791 2-175 limits assumed): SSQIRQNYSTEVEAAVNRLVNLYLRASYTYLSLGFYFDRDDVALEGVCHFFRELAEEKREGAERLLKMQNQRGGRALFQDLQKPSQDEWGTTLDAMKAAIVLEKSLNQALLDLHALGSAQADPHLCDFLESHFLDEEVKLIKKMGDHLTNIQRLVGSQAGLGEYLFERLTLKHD
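Steps: apoferritin (10 uM) was premixed with half-saturated 1-AMA in PBS, compounds were pin-transferred, plates stood 10 min at room temperature, fluorescence was read at 380/535 nm, and curves were fitted with a Hill equation.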
GRP78 ERSR act: qHTS for Inducers of the Endoplasmic Reticulum Stress Response (ERSR) in Human Glioma: qHTS; U87-MG GRP78 promoter luciferase reporter, 16 h; Potency, µM, without a hit: at the highest dose activation, actives largely listed as activators; AID 602332, 2012; hit rate 0.02% among 420,000; further: potency means the concentration at half of the fitted maximal effect; series mostly up to about 76 µM; % of control where 0% means no effect; nearly all actives have a fitted effect of over 35% in size
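Stably transfected U87-MG human glioma cells carrying a GRP78-based luminescent sensor were seeded at 1000 cells/well, pin-dosed with compounds and incubated 16 h. Luciferase reagent was then added, and end-point luminescence was read after 10 min at room temperature.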
POLK inh: qHTS for Inhibitors of Polymerase Kappa. DNA polymerase kappa (Homo sapiens), Q9UBT6. purified Pol kappa, fluorescent DNA synthesis assay, 10 min. Potency, µM (series often up to 107 µM), without a hit: at the top dose activity, negative = inhibition, hits mostly inhibitors. hit rate 0.53% among 400,000; further: potency means the concentration at half of the fitted maximal effect; on the % scale 0 is the no-effect control and ±100 the full control effect
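10 nM Pol kappa was preincubated with compounds for 15 min at room temperature. Reaction started with 50 nM (final) substrate. Fluorescence read kinetically at 0 and 10 min.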
POLH inh: qHTS for Inhibitors of Polymerase Eta | DNA polymerase eta (Homo sapiens), Q9Y253 | recombinant Pol eta, fluorescent DNA replication assay | Potency, µM (titrated, usually from 114 µM), without a hit: top-dose activity change, negative = inhibition, hits mostly inhibitors | hit rate 1.2% among 390,000; further: potency means the concentration at half of the fitted maximal effect; on the % scale 0 is the no-effect control and ±100 the full control effect
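Pol eta at 10 nM preincubated with compounds 15 min at room temperature; reaction started with fluorescent substrate (50 nM final) and read kinetically at 0 and 10 min.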
POLB inh: qHTS Assay for Inhibitors of DNA Polymerase Beta. P06746. Pol beta primer extension/strand displacement, fluorescence kinetic. Potency, µM (top dose mostly 114 µM), for the others: at the top dose activity change, negative = inhibition, hits mostly inhibitors. hit rate 1.3% among 340,000; further: potency means the concentration at half of the fitted maximal effect; on the % scale 0 is the no-effect control and ±100 the full control effect
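Human Pol beta at 10 nM; strand-displacement substrate 50 nM final. Compound exposure 15 min at room temperature before start, reaction 10 min at room temperature.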
Pol iota inh: qHTS for Inhibitors of Polymerase Iota. Pol iota fluorescent replication assay, 10 min. Potency, µM (doses to about 115 µM), for the others: top-dose activity, negative = inhibition, usual class: inhibitors. hit rate 1% among 390,000; further: potency means the concentration at half of the fitted maximal effect
Target sequence (Q9UNA4 whole entry, looked up): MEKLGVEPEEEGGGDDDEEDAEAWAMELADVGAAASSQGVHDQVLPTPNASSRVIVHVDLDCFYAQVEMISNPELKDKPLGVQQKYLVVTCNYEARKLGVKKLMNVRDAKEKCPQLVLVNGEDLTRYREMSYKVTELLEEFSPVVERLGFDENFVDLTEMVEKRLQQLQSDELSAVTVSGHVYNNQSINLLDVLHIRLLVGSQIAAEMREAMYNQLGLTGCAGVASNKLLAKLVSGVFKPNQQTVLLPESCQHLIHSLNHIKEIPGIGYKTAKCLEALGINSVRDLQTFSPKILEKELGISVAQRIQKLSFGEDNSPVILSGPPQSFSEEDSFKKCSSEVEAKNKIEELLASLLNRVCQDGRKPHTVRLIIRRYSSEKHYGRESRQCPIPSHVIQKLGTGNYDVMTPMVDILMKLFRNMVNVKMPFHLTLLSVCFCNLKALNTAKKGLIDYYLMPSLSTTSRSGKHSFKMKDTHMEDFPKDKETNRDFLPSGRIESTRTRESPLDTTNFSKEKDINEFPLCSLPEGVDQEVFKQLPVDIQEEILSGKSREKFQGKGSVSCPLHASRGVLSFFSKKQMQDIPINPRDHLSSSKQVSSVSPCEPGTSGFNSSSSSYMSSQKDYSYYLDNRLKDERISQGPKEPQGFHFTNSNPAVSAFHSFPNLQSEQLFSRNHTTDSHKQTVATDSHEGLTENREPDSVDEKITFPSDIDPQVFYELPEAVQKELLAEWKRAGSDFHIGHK
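Pol iota at 10 nM preincubated 15 min with compounds at room temperature; reaction started with fluorescent substrate, 50 nM final. Fluorescence read kinetically at 0 and 10 min; buffer-only wells as negative control.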
LDHA block: qHTS assay for inhibitors of human lactate dehydrogenase. L-lactate dehydrogenase A chain (Homo sapiens), P00338. purified LDHA, NADH/diaphorase-resazurin fluorescence; hits give low values. activity change, % (values are at about 110 or 230 µM). hit rate 0.15% among 480,000. AID 1347041, 2019; in the data active means activity change below about -30%; inconclusive means mostly about -25% to -30%;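 further: plate controls were DMSO wells for no effect and wells without enzyme for full effect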
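Human LDH5 (2 nM) was incubated with 0.06 mM NADH and 0.2 mM pyruvate for 5 min at room temperature in Tris pH 7.4. Remaining NADH was coupled through diaphorase/resazurin, and resorufin fluorescence was read at 0 and 20 min.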
APEX1 inh: qHTS Assay for Inhibitors of the Human Apurinic/apyrimidinic Endonuclease 1 (APE1); DNA repair nuclease/redox regulator APEX1 (Homo sapiens), P27695; recombinant APE1, TAMRA/BHQ-2 abasic DNA cleavage fluorescence; Potency, µM (series often up to 65.8 µM), without a hit: at the highest dose activity change, negative = inhibition, actives largely listed as inhibitors; hit rate 0.35% among 350,000; AID 2517, 2012;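 further: potency means the concentration at half of the fitted maximal effect; plate controls were vehicle for no effect and reference inhibitor for full effect; nearly all actives have a fitted effect of over 55% in size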
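Substrate: short duplex with […] THF abasic site, 5'-TAMRA and 3'-BHQ-2, 50 nM final. APE1 at 0.75 nM, preincubated 15 min RT with compound. Fluorescence increase from first to third read measured activity.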
* marks the source's active call; other numbers are inactive results; ? = inconclusive; . = no result given; & = joins results of further samples; [ ] = remark or other dose. Unless noted, the call rests on the fitted dose curve; in most records, active means well fitted curve in the direction sought with a large enough effect; inconclusive means small, poorly fitted or top-dose-only effect, or another doubt; inactive means no such curve, though single readings can be large; an effect the other way counts as inactive or inconclusive. A portion of the library (hit frequency here may not be typical).

molecule	BLM inh	Apoferritin bind	GRP78 ERSR act	POLK inh	POLH inh	POLB inh	Pol iota inh	LDHA block	APEX1 inh
COc1ccc2c(c1)OC1(O)COc3cc(OC)c(OC)cc3C1=C2 (centres undefined)	1.8%	63.6%[activator]	-1.4%	-14.8%[60.1 µM]	.	.	.	.	-3.8%
Cc1ccc(/C=C/C(=O)O)cc1S(=O)(=O)N(CCO)CCO	-0.9%	-2.4%	-3.6%	6.5%	-5.3%	17.7%	9.3%	-3.5	11.8%
COC(=O)c1sc2ccccc2c1-n1cccc1C(=O)C(=O)Nc1ccccc1	-10.3%	-16.9%	0.1%	0.2%	-15.7%	13.3%	-11.9%	-0.6	-3.2%
Cc1cc(NC(=O)c2ccccc2C)no1	-8.0%	-7.6%	-1.8%	-4.1%	6.1%	70.4%	102.7%[activator]	-4.0	27.7%
COc1ccc(S(=O)(=O)Nc2ccc(-c3ccc4nncn4n3)cc2)c(OC)c1	.	.	-0.7%	0.7%	-4.7%	.	17.8%	-2.3	7.3%
COC(=O)C(CC(=O)c1ccc(C)cc1)n1cccn1 (centres undefined)	-6.7%	1.3%	-1.8%	-16.2%	-20.8%	37.6%	21.9%	-10.1	21.2%
COc1ccc(/C(O)=C(\C#N)c2nc3ccccc3n2C)cc1OC	-1.6%	-13.2%	-0.6%	-5.0%	9.5%	4.1%	19.9%	1.9	-3.4%
COc1ccc(-c2c(C#N)c(SCC(=O)Nc3ccc(C)c(C)c3)nc(C)c2C(=O)Nc2ccc(Cl)cc2)cc1	-11.9%	4.0%	-2.6%	-0.9%	-14.4%	27.0%	21.2%	-19.6	.
Cc1c(C(C)(C(=O)O)c2c(C)n(C)c3ccccc23)c2ccccc2n1C	-6.2%	-12.2%	.	.	.	8.2%	.	.	?
CCc1ccc(C(=O)c2cn(CC(=O)NCCc3ccc(OC)c(OC)c3)c3nc(C)ccc3c2=O)cc1	-1.2%	?	0.2%	0.5%	-3.3%	-3.6%	20.6%	0.8	.
O=C(NCCSc1c[nH]c2ccccc12)c1ccc(Br)o1	-9.5%	-9.4%	1.2%	0.0%	-13.0%	-2.7%	7.4%	0.5	-2.8%
CCOc1ccc(CNC2CCCCCCC2)cc1OC	0.7%	-0.4%	-1.5%	-20.2%	-17.3%	40.0%	27.4%	-4.0	5.9%
CCN(CC(=O)Nc1c(F)cccc1F)C(=O)c1ccc(S(=O)(=O)N2CCCCC2)cc1	.	.	-5.9%	-0.6%	-17.8%	.	27.8%	-5.8	25.9%
Cc1ccc(OCc2nn3c(-c4n[nH]c5c4CCC5)nnc3s2)cc1	-7.2%	?	.	.	.	14.1µM*	.	.	-0.6%
NC(=O)c1ccc(NC(=O)COC(=O)C2CC3C=CC2C3)cc1 (centres undefined)	.	.	0.3%	-6.5%	-5.7%	.	96.5%[activator]	-10.0	-2.6%
CCOCCCNC(=O)C(NC(=O)c1ccc(NC(C)=O)cc1)c1ccc(C)cc1 (centres undefined)	-8.7%	-6.4%	-0.4%	11.0%	-8.2%	14.0%	?	-1.7	-2.0%
COc1ccc(CNC(=O)C(C)Cc2ccccc2)cc1O (centres undefined)	0.9%&5.2%	5.4%&1.7%	-2.4%	-2.3%	10.3%	1.8%	-5.5%	-10.2	-7.0%&-4.7%
CN(CC(=O)NNC(=O)CCNS(=O)(=O)c1ccccc1)S(=O)(=O)c1ccc(Cl)cc1	.	.	-5.3%	-9.8%	-9.5%	.	7.0%	-3.3	32.4%
O=C(C1CCCN(CCCc2ccccc2)C1)N1CCCCCC1 (centres undefined)	1.3%	-5.6%	-5.1%	-2.4%	-11.4%	37.8%	7.7%	-13.2	12.8%
CC1(C)C=Cc2c(c3c(c4c(=O)c(-c5ccc(O)cc5)coc24)OC(C)(C)CC3)O1	-17.2%	?	6.0%	-8.9%	-14.1%	11.2µM*	3.5%	0.7	-5.9%
COC(=O)[C@H](CCSC)NC(=O)Cn1cnc2c(SC)nc(N)nc21	.	.	2.8%	-2.9%	2.1%	.	-8.6%	-5.6	11.3%
Cc1ccc(S(=O)(=O)N2CCC(C(=O)N3CCC(C(=O)NCC4CCCO4)CC3)CC2)cc1 (centres undefined)	-1.3%	9.3%	-2.3%	-9.1%	1.8%	0.3%	14.9%	-2.4	-7.0%
OC[C@@H]1[C@@H](c2ccccc2)C(c2ccccc2)=NN1c1ccccc1	-9.9%[75.6 µM]	142.2%[activator][110 µM]	-1.1%&-3.7%	?	-20.0%	.	17.0%	0.3	-16.3%&-2.1%
CCc1ccc(CCC(=O)Nc2nc(CC(C)=O)ns2)o1	-3.9%	-10.7%	-0.6%	-20.4%	?	13.5%	-3.6%	-0.7	-3.5%

Just LDHA block and Pol iota inh, for some of the entries so far:
molecule,LDHA block,Pol iota inh
Cc1ccc(S(=O)(=O)N2CCC(C(=O)N3CCC(C(=O)NCC4CCCO4)CC3)CC2)cc1 (centres undefined),-2.4,14.9%
OC[C@@H]1[C@@H](c2ccccc2)C(c2ccccc2)=NN1c1ccccc1,0.3,17.0%

Following part
molecule	BLM inh	Apoferritin bind	GRP78 ERSR act	POLK inh	POLH inh	POLB inh	Pol iota inh	LDHA block	APEX1 inh
Cc1ccc(-c2nnc(COC(=O)c3cc(=O)[nH]c4ccccc34)o2)cc1	-5.8%	-6.3%	-3.9%	-12.7%	?	1.6%	17.2%	4.9	0.6%
CCc1cc(C(=O)N(C)CC(=O)Nc2c(Cl)cccc2Cl)sc1C	.	.	-4.8%	-9.5%	-7.4%	.	15.2%	-1.2	-5.1%
Cc1ccc(-c2csc3nc4ccc(C(=O)NCCO)cc4c(=O)n23)cc1	2.2%	120.6%[activator]	-2.1%	0.0%	-19.6%	21.5%	-3.4%	-1.2	4.9%
CC(=O)Nc1cccc(NC(=O)CCn2c(=O)sc3ccccc32)c1	2.4%	3.6%	-2.7%	0.4%	-12.9%	10.6%	5.2%	-4.7	-0.1%
CCc1cccc(C)c1N(C(=O)Cn1c(COC)nc2ccccc21)C(C)COC (centres undefined)	0.5%	-22.2%	-3.4%	-7.2%	1.7%	4.3%	13.9%	-6.2	5.0%
Cc1oc2ncnc(N3CCOCC3)c2c1C(=O)N(Cc1ccccc1)C(C)C	-0.1%	10.8%	-1.9%	-12.7%	-10.1%	-0.1%	21.7%	-6.2	.
O=C(O)c1ccccc1OP(=O)(O)O	-2.5%	-3.6%[29.3 µM]	-3.9%&-4.3%	-8.9%[12 µM]	.	.	.	.	0.1%
CC(=O)Oc1ccc(C2=NN(c3ccccc3)C(c3ccccc3)C2)cc1 (centres undefined)	-8.3%	541.8%[activator]	?	-3.6%	-10.4%	40.5%	-3.5%	-0.2	-3.1%
COC(=O)c1sc(NC(=O)c2cc3nc(-c4ccc(Br)cc4)cc(C(F)(F)F)n3n2)c(C(=O)OC)c1C	0.4%	-4.5%	-2.2%	4.5%[60.1 µM]	-6.9%	-8.4%	1.7%	-0.9	.
Cc1ccc2c(c1)c1nnc(SCC(=O)N3CCN(c4ccc(F)cc4)CC3)nc1n2CC(=O)O	-0.1%	-9.9%	-2.7%	-26.1%	-13.7%	22.2%	-9.3%	-2.7	-5.3%
CN(CC(=O)Nc1ccc(F)cc1)C(=O)CSc1nc2ncc(Cl)cc2[nH]1	-11.2%	-5.9%	-1.3%	-2.6%	-13.5%	-6.1%	34.5%[activator]	0.3	-4.2%
O=C(Nc1ccc(N2C(=O)C3C4C=CC(C4)C3C2=O)cc1)Nc1nnc(C(F)(F)F)s1 (centres undefined)	-0.8%	?	2.6%	4.4%	-24.8%	4.4%	14.8%	-0.6	-4.7%
COc1ccccc1-n1cnnc1SCC(=O)Nc1ccccc1	-0.9%	-7.6%	8.2%	-14.8%	-4.6%	0.8%	7.4%	-7.5	4.6%
NCCCC[C@H](NC(=O)C1CCNCC1)c1nnc([C@@H](N)Cc2ccc(O)cc2)o1	-12.5%	-2.6%	-0.9%	-13.5%	-20.8%	37.7%	8.4%	0.5	15.3%
COc1cccc(C(=O)Cn2c(=N)n(C)c3ccccc32)c1	5.0%	-20.1%	-9.8%	-6.1%	-10.6%	34.9%[activator]	17.5%	-0.7	-6.7%
Cn1cc(S(=O)(=O)c2cccc(Cl)c2)c(=O)c2cc(F)c(N3CCCCCC3)cc21	-3.7%	-2.0%	-0.1%	-6.4%	-12.0%	3.1%	-4.9%	-3.5	.
CCc1cccc(NC(=O)CCc2c(C)nc3c(-c4ccccc4)c(C)nn3c2C)c1	-12.4%	115.9%[activator]	-3.5%	-11.7%	?	-5.9%	29.8%	0.7	.
CC1CCCC(C)N1C(=O)COC(=O)c1ccc(Br)c(S(=O)(=O)N2CCOCC2)c1 (centres undefined)	.	.	-3.1%	5.6%	-1.2%	.	44.0%[activator]	-2.5	-3.0%
O=C(Cc1ccccc1)c1ccc(N2CCOCC2)cc1	.	.	1.2%	-5.2%	-14.9%	.	-5.5%	-7.1	.
Cc1cc(C)cc(NC(=O)CSCc2cc(=O)c3cc(Cl)ccc3[nH]2)c1	-2.8%	-10.1%	-4.1%	-7.7%[60.1 µM]	-14.9%	-30.0%	-4.0%	-2.6	.
Cc1ccc(C(=O)NC(=S)N(C)Cc2ccccc2)cc1	.	.	4.2%	3.3%	-16.9%	.	21.4%	-2.5	.
Cc1csc(NC(=O)CSc2[nH]c(=O)ncc2C)n1	.	.	-0.4%	-5.2%	-19.0%	.	50.5%[activator]	-3.2	27.2%
